Source: PubChem BioAssay (Broad Institute)
E-selectin induc – induces E-selectin expression in human endothelial cells. actives 0.37% (n = 260,000). AID 686992. HUVEC E-selectin immunofluorescence imaging; normalized: neutral wells 0, TNF-alpha wells 100. activation, % at 7.58 µM. P16581;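 active means mean E-selectin-positive cell signal at least 10% of the positive control, reached in at least 60% of replicates, without over 20% cell loss; inconclusive means no rule given, readout overlaps actives, possibly toxicity-flagged; inactive means the rest, including those meeting only one limit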;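 further: in these data hits start at about 27%; measured in HUVEC primary endothelial cells; signal is the percent of cells scored E-selectin positive by PE staining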
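material = human umbilical vein endothelial cells (HUVEC), E-selectin induction | quantity = 3,000 cells/well | medium = EGM-2 growth medium on 0.1% gelatin-coated wells | technique = immunofluorescence imaging | read-out basis = % PE-positive cells | control set = TNF-alpha positive control, DMSO neutral control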
ERp5 block – blocks human ERp5 reductase activity on insulin. Q15084. ERp5 insulin aggregation, absorbance 650 nm, 90 min. inhibition, % at 9.99 µM. actives 0.05% (n = 350,000). AID 651711;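 active means mean replicate inhibition above about 25%, with every replicate also reaching it, limit read from the data, passing the limit was not always enough; inconclusive means only one of those two criteria met; inactive means neither criterion met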
Target sequence (Q15084 whole entry, looked up): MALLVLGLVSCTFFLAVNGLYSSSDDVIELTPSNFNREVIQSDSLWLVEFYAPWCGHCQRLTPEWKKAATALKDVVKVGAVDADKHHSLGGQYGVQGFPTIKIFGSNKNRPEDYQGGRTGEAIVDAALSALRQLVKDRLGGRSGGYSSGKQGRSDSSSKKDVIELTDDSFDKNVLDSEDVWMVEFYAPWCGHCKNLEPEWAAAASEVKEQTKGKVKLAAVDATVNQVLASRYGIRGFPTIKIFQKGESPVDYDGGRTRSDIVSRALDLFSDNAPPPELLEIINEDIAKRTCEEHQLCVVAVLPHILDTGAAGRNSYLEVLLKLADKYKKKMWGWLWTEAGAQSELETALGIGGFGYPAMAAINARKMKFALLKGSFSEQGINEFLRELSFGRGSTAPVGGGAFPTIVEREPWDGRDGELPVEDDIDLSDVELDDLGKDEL
RAD54 branch – blocks human RAD54 Holliday junction branch migration; FAM/BHQ fluorescence; actives 0.14% (n = 360,000); inhibition, % at 10.4 µM; Q92698;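 active means mean normalized replicate activity at least 40 and at least half of replicates scoring 40 or more; inconclusive means only one of the two criteria met; inactive means mean below 40 and under half of replicates reaching 40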;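 further: 0% = median of neutral control wells and 100% = median of positive control wells; inhibitors cause a drop in the FAM fluorescence signal; in these data hits start at about 50%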
CASP6 VEID inh – blocks human caspase-6 cleavage activity; P55212; purified caspase-6, Z-VEID-R110 cleavage fluorescence; inhibition, % at 12.5 µM; actives 0.53% (n = 350,000); AID 686996;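 active means mean inhibition across replicates at least about 35%, with every replicate also reaching that limit, limit read from the data; inconclusive means only one of the two criteria met; inactive means neither criterion met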;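 further: 0% = median of neutral control wells and 100% = no fluorescence left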
Target sequence (P55212 24-179 limits assumed): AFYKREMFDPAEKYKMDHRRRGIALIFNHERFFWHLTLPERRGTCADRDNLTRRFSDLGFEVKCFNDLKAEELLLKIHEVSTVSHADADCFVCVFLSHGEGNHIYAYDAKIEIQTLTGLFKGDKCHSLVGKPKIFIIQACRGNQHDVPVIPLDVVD
Target sequence (P55212 194-293 limits assumed): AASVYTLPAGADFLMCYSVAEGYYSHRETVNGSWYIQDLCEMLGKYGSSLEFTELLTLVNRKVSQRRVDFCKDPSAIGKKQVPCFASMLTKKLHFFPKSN
esBAF inh – inhibitors of esBAF chromatin remodeling in mouse ES cells; Bmi1-luciferase knock-in reporter, 24 h; 100% = twice the neutral-well signal; actives 2% (n = 350,000); reporter increase, % at 12.5 µM; in the data active means activation above about 40%; inconclusive means no clear call, values can overlap the other calls;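 further: 0% = median of the plate's neutral control wells and 100% = double that signal; a rise in the Bmi1 reporter signal indicates esBAF inhibition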
RAD52 anneal inh – RAD52 (human) annealing inhibition; P43351; recombinant RAD52 DNA annealing, FRET fluorescence; inhibition, % at 18.7 µM; actives 0.46% (n = 360,000); AID 651710;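 active means every replicate showing at least 50% inhibition; inconclusive means mean inhibition at least 50% but not in every replicate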
ARNT-TACC3 inh – disrupts binding between human ARNT and TACC3 | Q9Y6A5 | AlphaScreen His-ARNT PAS-B/GST-TACC3 binding, luminescence; TACC3 fragment carries E629A point mutation | inhibition, % at 9.99 µM | actives 0.66% (n = 390,000);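 active means mean inhibition of replicates at least 50% and at least half of replicates each reaching 50%; inconclusive means half or more replicates reach 50% but mean below 50%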;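 further: 0% = complete ARNT plus TACC3 wells and 100% = ARNT alone without TACC3; many hits fall short of the cut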
PglD inh – PglD (C. jejuni) enzyme inhibition | actives 0.098% (n = 360,000) | purified PglD enzyme, DTNB colorimetric CoA detection | AID 602405 | inhibition, % at 12.5 µM; in the data active means inhibition above about 16%, passing the limit was not always enough; inconclusive means no clear call, values can overlap the other calls; further: strong numbers were not always called active
Starred values were filed as active, the others as inactive; ? = inconclusive; / = no result given; & = joins results of further samples.

SMILES	E-selectin induc	ERp5 block	RAD54 branch	CASP6 VEID inh	esBAF inh	RAD52 anneal inh	ARNT-TACC3 inh	PglD inh
Cc1ccc(Oc2cc(NC(=O)CCCn3nc(C)c([N+](=O)[O-])c3C)cc([N+](=O)[O-])c2)cc1	/	1	9	-1	/	-8	/	2
S=C(NCC1CCCO1)N1CCN(c2nc(-c3ccccc3)cs2)CC1 (centres undefined)	-0.1	-8	-2	-3	10	-26	2	6
Cc1ccc(S(=O)(=O)N(C)C[C@H]2Oc3ncc(Br)cc3C(=O)N([C@@H](C)CO)C[C@H]2C)cc1	0.1	5	2	7	1	1	0	-33
C=CCNC(=S)NNC(=O)C(CCCC)CC(O)COCC(C)C (centres undefined)	0.2	2	-4	0	/	-13	-7	0
CCn1cc(C(=O)NC2CCCCC2)c(=O)c2ccc(C)nc21	/	/	-3	/	0	/	-4	1
COc1ccc(-c2ccc3oc(-c4ccsc4)c(-c4ccc(OC)cc4)c3c2)cc1	0.0	-4	-8	0	2	-21	17	5
CC(C)(C)N1C(=O)[C@H]2[C@@H](c3ccc(Br)cc3)N3C(=O)N(c4cccc(Br)c4)C(=O)[C@@]3(Cc3ccccc3)[C@H]2C1=O	/	/	1	/	6	/	-1	-2
COC(=O)[C@H]1[C@H](CO)[C@H]2Cn3c(ccc(/C=C/c4ccccc4)c3=O)[C@H]2N1C(=O)C1CCCC1	-0.1	5	-3	1	6	-30	-16	-3
COC(=O)c1ccc2nc(-c3ccc(F)cc3)c(Cc3ccsc3)n2c1	0.1	-1	3	5	7	-113	/	-7
O=[N+]([O-])c1ccc(Cl)cc1Sc1cccc2cccnc12	/	/	-3	/	3	/	14	3
Cc1cccc(C(=O)Nc2ccc(C(=O)N/N=C/c3cccnc3)cc2)c1	/	2	-4	1	-7	-10	-2	-3
O=C(O)C(c1ccccc1)C(O)C1CC=CCC1 (centres undefined)	0.2	0	14	-2	1	-12	-4	-2
CCn1c(SCC#N)nc2cc(S(=O)(=O)N3CCOCC3)ccc21	/	6	-4	2	-10	-6	-3	-2
Cc1ccc(N(Cc2cc3cc(C)ccc3[nH]c2=O)C(=O)c2cccs2)cc1	/	2	/	-2	/	-10	-11	/
CCOC(=O)C1=C(C)Nc2nc(SC)nn2C1c1ccc(C(=O)OC)cc1 (centres undefined)	/	/	-23	/	2	/	-6	11
CC(=O)c1ccc(NC(=O)C(C)N(C)CC(=O)Nc2cccc(F)c2)cc1 (centres undefined)	0.2	7	/	/	/	-13	7	/
CCCOC(=O)c1ccc(NC(=O)C2C3C=CC(O3)C2C(=O)O)cc1 (centres undefined)	/	/	-7	/	11	/	2	-1
O=C(CSC1=NS(=O)(=O)c2cc(Cl)ccc2N1)c1ccc(Cl)cc1	-0.4	0	/	0	/	2	-2	/
C[C@@H]1CCCCO[C@H](CN(C)C(=O)CCCN(C)C)[C@@H](C)CN([C@H](C)CO)C(=O)c2cc(NC(=O)c3ccccc3)ccc2O1	-0.1	-2	9	-4	3	0	-6	0
O=C(O)c1ccc(N/N=C/c2ccc(C(F)(F)F)cc2)cc1	1.6	-7	0	2	-49	-4	1	-2
CC1CN(c2cc(=O)n(Cc3ccc(F)cc3)c(=O)[nH]2)CC(C)O1 (centres undefined)	/	2	2	-2	-3	-8	-6	3
CO[C@H]1CN(C)C(=O)c2cc(NS(C)(=O)=O)ccc2OC[C@@H](C)N(C(=O)C2CC2)C[C@@H]1C	0.0	-3	-13	4	2	4	-5	1
Cc1cc(NC(=O)c2c(Cl)cnn2C)no1	/	/	-4	/	-6	/	4	-3
O=C(CC(c1ccccc1)c1cc(Br)ccc1O)NCCN1CCOCC1 (centres undefined)	/	/	-3	/	-6	/	-1	6
COc1ccc2c3c(n(C)c2c1)[C@H](CO)N(Cc1cc(F)ccc1F)CC31CN(C(=O)C2CC2)C1	-0.3	3	/	0	/	-5	/	/

9 entries already listed, arranged by number of heavy atoms, high to low.
SMILES	E-selectin induc	ERp5 block	RAD54 branch	CASP6 VEID inh	esBAF inh	RAD52 anneal inh	ARNT-TACC3 inh	PglD inh
C[C@@H]1CCCCO[C@H](CN(C)C(=O)CCCN(C)C)[C@@H](C)CN([C@H](C)CO)C(=O)c2cc(NC(=O)c3ccccc3)ccc2O1	-0.1	-2	9	-4	3	0	-6	0
CC(C)(C)N1C(=O)[C@H]2[C@@H](c3ccc(Br)cc3)N3C(=O)N(c4cccc(Br)c4)C(=O)[C@@]3(Cc3ccccc3)[C@H]2C1=O	/	/	1	/	6	/	-1	-2
COC(=O)[C@H]1[C@H](CO)[C@H]2Cn3c(ccc(/C=C/c4ccccc4)c3=O)[C@H]2N1C(=O)C1CCCC1	-0.1	5	-3	1	6	-30	-16	-3
Cc1ccc(S(=O)(=O)N(C)C[C@H]2Oc3ncc(Br)cc3C(=O)N([C@@H](C)CO)C[C@H]2C)cc1	0.1	5	2	7	1	1	0	-33
O=C(CC(c1ccccc1)c1cc(Br)ccc1O)NCCN1CCOCC1 (centres undefined)	/	/	-3	/	-6	/	-1	6
S=C(NCC1CCCO1)N1CCN(c2nc(-c3ccccc3)cs2)CC1 (centres undefined)	-0.1	-8	-2	-3	10	-26	2	6
CCn1c(SCC#N)nc2cc(S(=O)(=O)N3CCOCC3)ccc21	/	6	-4	2	-10	-6	-3	-2
O=C(O)C(c1ccccc1)C(O)C1CC=CCC1 (centres undefined)	0.2	0	14	-2	1	-12	-4	-2
Cc1cc(NC(=O)c2c(Cl)cnn2C)no1	/	/	-4	/	-6	/	4	-3

(list continues)
SMILES	E-selectin induc	ERp5 block	RAD54 branch	CASP6 VEID inh	esBAF inh	RAD52 anneal inh	ARNT-TACC3 inh	PglD inh
CCN(C(=O)COC(=O)CCC(=O)c1ccc(C)cc1)c1c(N)n(Cc2ccccc2)c(=O)[nH]c1=O	-1.8	-4	5	4	-7	-12	-4	2
C[C@@H]1CN([C@@H](C)CO)S(=O)(=O)c2ccc(Br)cc2O[C@H]1CN(C)S(C)(=O)=O	-0.2	1	-3	1	-1	2	0	1
COc1ccc(NC(=O)Nc2ccc3c(c2)C(=O)N([C@H](C)CO)C[C@@H](C)[C@H](CN(C)S(=O)(=O)c2ccc(Cl)cc2)OCCCC[C@@H](C)O3)cc1	/	-3	2	-4	4	-1	-1	-45
Cc1ccc(C)c(NC(=O)Nc2ccc3c(c2)OCO3)c1	-0.1	2	6	0	?	-10	-10	6
CC(C)=CCn1c2ccc(NC(=S)NC3CC3)cc2c(=O)n1C	0.7	0	3	0	8	7	/	0
O=c1cc(-c2ccccc2)cc(-c2ccccc2)n1CCO	-0.1	0	6	1	-3	1	6	-2
Cc1cccc2c3nc4ccccc4nc3n(C)c12	0.8	2	25	-3	41*	-12	-19	-3
CCOC(=O)C1(Cc2cccc(OC)c2)CCN(Cc2ccccc2)CC1	33*	0	3	9	0	-11	5	2
N#Cc1cc2c(nc1SCC(=O)N1CCCCC1)CCCC2	/	/	-9	/	38	/	-3	-2
C[C@H]1CCC[C@]2(C)C[C@H]3OC(=O)C(CN4CCCCCC4)[C@H]3C=C12 (some centres undefined)	/	1	-5	-32	3	-16	-8	-5
Oc1ccc(/C=N/Nc2nc(-c3ccc(Cl)cc3)cc(C(F)(F)F)n2)cc1	/	9	1	2	8	-4	15	-2
O=C(Nc1ccccc1Cl)N1C[C@H]2[C@@H](c3ccccc31)[C@@H](CO)N2Cc1ccccc1	-0.7	3	5	-1	-8	4	7	0
FC(F)(F)c1nc2nccnc2[nH]1	0.0	-2	/	-3	/	-11	/	/
CC(=O)n1cc([C@@H]2C=C(C(=O)NCc3ccccc3)O[C@H](OCCCCO)C2)c2ccccc21	0.9	-1&3	8	-1&0	-3	-107&-23	-4	4
O=C(NCC1CC1)[C@H]1[C@H](CO)[C@H]2Cn3c(ccc(-c4cccnc4)c3=O)[C@@H]1N2C(=O)C1CC1	-0.2	0	-6	-1	-2	13	-1	3
O=C(O)CN1C(=O)/C(=C\c2cc(Br)ccc2OCc2ccc(Cl)cc2Cl)SC1=S	/	3	3	86*	1	-18	1	-5
CC(NCc1ccc(OCC(N)=O)cc1)C12CC3CC(CC(C3)C1)C2 (centres undefined)	0.0	5	-6	-1	-2	-2	-10	-4
O=C(C/C=N/OCc1c(Cl)cccc1Cl)c1cnc(-c2ccccc2)s1	/	/	-6	/	12	/	-5	-4
COc1ccccc1C(=O)NC(=S)Nc1ccc(N2CCN(C(=O)c3ccco3)CC2)cc1	0.3	6	5	-1	13	5	-2	0
CC(=O)N1c2ccc(S(=O)(=O)NCC3CCC(C(=O)N4CCCCC4)CC3)cc2CC1C (centres undefined)	/	-9	-4	2	0	-7	-1	3
O=C(Cn1nc(-c2cccs2)ccc1=O)Nc1ccc(Br)cc1	0.2	-11	1	0	-2	-18	-8	-4
CC(C)CC#Cc1ccc2c(c1)O[C@H](CN(C)C(=O)c1ccccc1)[C@H](C)CN([C@H](C)CO)S2(=O)=O	0.1	5	3	-3	-3	-3	8	-7
O=C(c1cc2ccccc2o1)N(Cc1nnc(-c2ccccc2Cl)o1)C1CC1	/	2	1	-2	15	-94	-1	8
CSc1nc2ccc(NC(=O)C3=NN(c4ccccc4)C(=O)CC3)cc2s1	0.0	-6	/	3	/	-21	10	/
O=C1CS/C(=N\N=C\c2ccccc2Cl)N1CC1CC1	11	4	/	1	/	-13	-5	/
Following part:
SMILES	E-selectin induc	ERp5 block	RAD54 branch	CASP6 VEID inh	esBAF inh	RAD52 anneal inh	ARNT-TACC3 inh	PglD inh
CC(C)CC(N)c1csc(Nc2ccc(C(F)(F)F)cn2)n1 (centres undefined)	0.0	-1	25	-9	-5	38	/	0
Cc1ccc(CNC(=O)C2CCN(S(=O)(=O)N3CCC(C)CC3)CC2)cc1	-0.1	-3	0	1	-7	-7	/	3
COc1ccccc1N1CCN(C(=O)CCCn2c(=O)[nH]c3ccsc3c2=O)CC1	0.0	-1	1	1	7	3	2	1
Cc1c(S(=O)(=O)c2ccccn2)c(N)n(Cc2ccccc2)c1C	-0.3	1	-1	-4	/	-49	/	1
CCCC(=O)N1CC2(C1)CN(C(=O)C1CCCC1)[C@@H](CO)c1[nH]c3cc(OC)ccc3c12	0.2	0	/	30	/	-9	/	/
CCOC(=O)N1CCC(N(CCOC)C(=O)Nc2ccc(C)c(C)c2)CC1	/	/	5	/	5	/	4	1
COc1ccc(S(=O)(=O)N(CC(=O)N2CCOCC2)c2cc(Cl)ccc2OC)cc1OC	/	2	-6	-5	2	-4	-1	5
O=S(=O)(Nc1cccc(-c2ccc3nncn3n2)c1)c1cccc(F)c1	0.0	-1	/	1	/	-2	-4	/
Cc1ccc(CN(C)CC(=O)Nc2cccc([N+](=O)[O-])c2)o1	0.1	-1	/	0	/	-20	-8	/
Cc1nn(Cc2ccccc2Cl)c(C)c1NC(=O)c1nc2ncccn2n1	/	7	0	6	-8	-1	0	-1
COc1ccc(C)cc1NC(=O)c1ccc(OCc2c(C)noc2C)cc1	1.1	-7	/	1	1	-8	-7	/
CCCCc1nc2sc3c(c2c(=O)[nH]1)CC(C)(C)OC3	/	4	/	2	/	-6	5	/
CCc1ccc(NCc2ccc(OC)c(Cn3ccnc3)c2)cc1	0.3	3	-9	-5	7	-7	24	5

Taken from above:
COc1ccc(S(=O)(=O)N(CC(=O)N2CCOCC2)c2cc(Cl)ccc2OC)cc1OC in PglD inh shows 5
Cc1c(S(=O)(=O)c2ccccn2)c(N)n(Cc2ccccc2)c1C in PglD inh shows 1
